# Source: PubChem
# EWS-Fli inh: inhibitors of EWS/Fli oncoprotein transcriptional activity | inhibition, % at 12.6 µM | A673 NR0B1-luciferase reporter, viability-normalised | hit rate 0.67% among 350,000;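 active means mean inhibition of at least 50% after viability correction, with every replicate also passing that limit; inconclusive means mean reaches 50% but only one of two replicates passes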;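 further: firefly luciferase signal divided by Alamar Blue viability fluorescence both relative to DMSO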
# FN deposit inh: fibronectin deposition inhibition; AH1F fibroblasts, Alexa488-fibronectin deposition fluorescence, overnight; hit rate 0.086% among 350,000; inhibition, % at 12.6 µM;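 active means mean inhibition across replicates of 30% or more, regardless of how many single replicates reach that level; inconclusive means mean under 30% yet at least half of replicates reach 30%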;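 further: positive control wells lacked labelled fibronectin entirely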
#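 Schedule: 1 h cell adhesion before compound, then overnight fibronectin incubation; test system: AH1F fibroblast monolayer depositing Alexa488-labelled fibronectin into matrix; quantity: 10000 AH1F cells per well; probe or stimulus: fluorescent fibronectin at 24 nM final; signal: fluorescence, ex 485 nm, em 525 nm; evaluation: percent inhibition as loss of matrix-bound fibronectin fluorescence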
# miR-122 sensor: inhibitors of miR-122 in Huh7 cells. Huh7 miR-122 Renilla luciferase sensor, 48 h; neutral wells = 0, positive control = 100. hit rate 0.3% among 340,000. activation (reporter increase), % at 12.5 µM;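 active means mean replicate activation score at least 90 and every replicate individually at or above 90; inconclusive means only one of the two criteria met; inactive means neither criterion met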;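 further: higher luciferase means less miR-122 activity so hits act as miR-122 inhibitors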
# Casp6 inh: blocks human caspase-6 cleavage activity | purified caspase-6, Z-VEID-R110 cleavage fluorescence | inhibition, % at 12.5 µM | hit rate 0.53% among 350,000 | AID 686996;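 active means mean inhibition across replicates at least about 35%, with every replicate also reaching that limit, limit read from the data; inconclusive means only one of the two criteria met; inactive means neither criterion met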;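 further: 0% = median of neutral control wells and 100% = no fluorescence left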
# Target sequence (P55212 24-179 limits assumed): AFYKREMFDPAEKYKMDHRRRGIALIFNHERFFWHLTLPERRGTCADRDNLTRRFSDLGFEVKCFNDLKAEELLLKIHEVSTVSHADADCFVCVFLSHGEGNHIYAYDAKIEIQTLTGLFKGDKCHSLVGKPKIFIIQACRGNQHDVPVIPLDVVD
# Target sequence (P55212 194-293 limits assumed): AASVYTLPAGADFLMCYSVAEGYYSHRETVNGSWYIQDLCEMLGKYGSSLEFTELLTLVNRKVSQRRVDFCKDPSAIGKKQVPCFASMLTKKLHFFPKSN
# PGC1a acetyl inh: lowers PGC1a acetylation signal in U2OS cells. inhibition, % at 15.6 µM. AID 651687. hit rate 0.17% among 350,000. AlphaScreen anti-acetyl-lysine; with virally co-expressed GCN5 acetyltransferase;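 active means every replicate shows inhibition of at least 40%; inconclusive means mean inhibition at least 40% but some replicate below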;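 further: 0% = neutral control wells and 100% = positive control wells; some results beyond the cut were filed as inactive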
# Cneo AK release: causes C. neoformans cell lysis; adenylate kinase release luminescence, 4 h; normalised: neutral wells 0, clomiphene wells 100; hit rate 0.2% among 360,000; lysis activity, % at 15 µM;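 active means mean lysis activity across replicates of at least 80%, whatever share of replicates individually reach that level; inactive means mean lysis activity below 80%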
#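 Material: C. neoformans cells | Amount: Yeast cell density of 5 × 10^6 cells/mL | Medium: Fresh YPD growth medium | Dosing: Single dose | Times: Static 4 h at 37 °C with compound, 1 h detection | Detection: AK luminescence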
# PAX8 inh HTS: PAX8 transcriptional activity inhibition; RMG-I TPO-luciferase reporter, SteadyGlo, 24 h; inhibition, % at 12.6 µM; hit rate 1.2% among 360,000; AID 652154;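 active means mean replicate inhibition at least 60% with every replicate also reaching 60%; inconclusive means only one of the two criteria is met; inactive means mean below 60% and not all replicates reaching 60%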;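 further: luciferase light reporting Pax8 driven TPO promoter activity; plate controls were median of neutral control wells for no effect and mitoxantrone controls for full effect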
# LGR2 antag: inhibitors of bursicon-induced Drosophila LGR2 receptor cAMP signaling | hit rate 0.35% among 380,000 | HEK293 LGR2, CRE-luciferase, bursicon-stimulated, 4 h | inhibition, % at 9.99 µM;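 active means drop in luminescence signal, shown as inhibition above about 50% in the replicate tests, limit read from the data, passing the limit was not always enough; inconclusive means probably only some replicates passing the limit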;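 further: agonist challenge used bursicon conditioned medium at about half maximal strength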
# Numbers without * were called inactive; ? = inconclusive; · = no result given; [ ] = remark or other dose. The order is random; about 2.5% have a hit in one of these screens.
# Codes – A = EWS-Fli inh; B = FN deposit inh; C = miR-122 sensor; D = Casp6 inh; E = PGC1a acetyl inh; F = Cneo AK release; G = PAX8 inh HTS; H = LGR2 antag
[1] C[C@@H]1CCCCO[C@@H](CN(C)S(=O)(=O)c2cccs2)[C@@H](C)CN([C@@H](C)CO)C(=O)c2cc(NC(=O)Nc3ccc(C(F)(F)F)cc3)ccc2O1
  A: 3	B: ·	C: -4[16.7 µM]	D: 3	E: 9	F: -3	G: 57	H: -5

[2] O=C(CCc1nc2ccccc2s1)c1ccccc1
  A: ·	B: -3	C: 8	D: ·	E: 3	F: -1	G: -61	H: -14

[3] O=C(CNS(=O)(=O)c1ccc2ccccc2c1)OCC(=O)c1ccc(Br)s1
  A: ·	B: -6	C: 26	D: ·	E: -14	F: 3	G: 10	H: ·

[4] CCCN(CC(=O)Nc1ccccc1C)C(=O)C1CC(=O)N(c2ccc(C)cc2)C1 (configuration not stated)
  A: -2	B: 0	C: ·	D: -1	E: ·	F: ·	G: 4	H: 1

[5] CSc1ccc(CCNC(=O)CN2C(=O)CCSc3ccccc32)cc1
  A: 4	B: -3	C: ·	D: -1	E: -6	F: 0	G: -4	H: -1

[6] Nc1ccc(C(=O)N/N=C/c2cn(Cc3ccccc3F)c3ccccc23)cc1
  A: ·	B: ·	C: ·	D: 2	E: ·	F: -2	G: -1	H: 3

[7] CCCc1cc(=O)[nH]c(SCC(=O)Nc2ccc(C)cc2)n1
  A: 10	B: -7	C: ·	D: -1	E: ·	F: ·	G: 2	H: 2

[8] O=C(c1ccc([N+](=O)[O-])o1)N1CCN(c2nc3c(Cl)cccc3s2)CC1
  A: 16	B: 0	C: -3	D: 4	E: ·	F: ·	G: 20	H: 11

[9] CCOc1ccc(NC(=O)CN2C(=O)CCSc3ccc(S(=O)(=O)N4CCCC4)cc32)cc1
  A: -7	B: 9	C: -1	D: 2	E: 3	F: -1	G: -15	H: -2

[10] COc1ccc(Cn2c(=S)[nH]c3cc(C(=O)N4CCN(c5ccccc5)CC4)ccc3c2=O)cc1
  A: -30	B: 7	C: -2	D: ·	E: -6	F: -2	G: 6	H: 15

[11] CN1/C(=C\C(=O)C[n+]2cccc(C(N)=O)c2)C(C)(C)c2ccccc21
  A: -1	B: -11	C: -3	D: -4	E: 2	F: 0	G: -1	H: -10

[12] CCc1cccc(NC(=O)Cn2c(=O)c3cccn3c3ccccc32)c1
  A: ·	B: 4	C: 10	D: -1	E: -4	F: -1	G: 23	H: 4

[13] CCNC(=O)C[C@H]1CC[C@H]2[C@H](COc3ccc(NC(=O)Nc4cccc(C)c4)cc3C(=O)N2C)O1
  A: 4	B: 3	C: -5[16.7 µM]	D: 9	E: -7	F: -6	G: 21	H: 1

[14] CCN(CC)c1ccc(/C=N/N2CCN(Cc3ccccc3Cl)CC2)c(O)c1
  A: -13	B: -10	C: -1	D: -1	E: 12	F: -2	G: 2	H: 15

[15] C[C@H](NC(=O)[C@H]1N[C@H]2c3ccc(C4=CCCC4)c(=O)n3C[C@H]2[C@@H]1CO)c1ccccc1
  A: -4	B: ·	C: ·	D: 2	E: ·	F: -2	G: 7	H: 4

[16] CN1CCN(C2=C(Cl)C(=O)N(Cc3ccccc3)C2=O)CC1
  A: ·	B: 0	C: -14	D: ·	E: 4	F: 2	G: 27	H: ·

[17] O=C(Nc1cccc(C(=O)O)c1)/C(=C\c1ccc2c(c1)OCO2)NC(=O)c1ccc(Br)cc1
  A: -2	B: 1	C: -2	D: 5	E: -6	F: 7	G: 6	H: 10

[18] Cc1ccc(-n2ncc3c(N4CCN(c5ccc(F)cc5)CC4)ncnc32)c(C)c1
  A: ·	B: ·	C: 0	D: ·	E: -11	F: 0	G: ·	H: 4

[19] COc1ccc(-c2csc(NC(=O)CCN3C(=O)C4CC=CCC4C3=O)n2)cc1OC (configuration not stated)
  A: -5	B: 8	C: ·	D: 0	E: 7	F: -2	G: -10	H: -12

[20] Cc1[nH]ccc(=O)c1OCc1c(F)cccc1Cl
  A: 3	B: 4	C: 0	D: -2	E: -9	F: 5	G: -8	H: -5

[21] C=CCn1c(COc2ccc(F)cc2)nnc1SC(C)C(=O)NCC1CCCO1 (configuration not stated)
  A: 6	B: -2	C: -12	D: -3	E: 6	F: 0	G: -2	H: -5

[22] COc1cccc(CN(CC(=O)NC2CCCC2)C(=O)Cn2nnc(-c3cccs3)n2)c1
  A: ·	B: -5	C: -1	D: ·	E: 6	F: -1	G: 2	H: ·

[23] Cc1ccc(S(=O)(=O)N2CCN(C(=O)COC(=O)/C=C/c3ccc(Cl)cc3)CC2)c(C)c1
  A: 0	B: 9	C: ·	D: 1	E: ·	F: -8	G: -1	H: -18

[24] CC(C)NC(C(=O)Nc1cc(Cl)cc(Cl)c1)c1ccccc1 (configuration not stated)
  A: ·	B: ·	C: 8	D: ·	E: -13	F: 2	G: ·	H: -26

[25] CN(C)C(=O)C[C@H]1CC[C@H]2[C@@H](COC[C@@H](O)CN2C(=O)C2CCOCC2)O1
  A: -13	B: 2	C: -1[16.7 µM]	D: -4	E: 1	F: 1	G: -7	H: 1

# Codes – A = EWS-Fli inh; B = FN deposit inh; C = miR-122 sensor; D = Casp6 inh; E = PGC1a acetyl inh; F = Cneo AK release; G = PAX8 inh HTS; H = LGR2 antag
[26] CSc1cccc(NC(=S)NC(=O)CCc2ccccc2)c1
  A: -15	B: ·	C: -4	D: 0	E: 3	F: 44	G: -9	H: -3

[27] O=C(COC(=O)c1cccc(C(F)(F)F)c1)NC(=O)NC1CCCC1
  A: 2	B: -2	C: 2	D: 0	E: -4	F: 0	G: 4	H: -17

[28] COCCNC(=O)C(=O)NNC(=O)CCc1ccccc1
  A: 16	B: -14	C: ·	D: 4	E: 7	F: ·	G: 0	H: -17

[29] O=C(O)c1ccc(NC(=O)C2CCCCC2)cc1
  A: ·	B: ·	C: 4	D: ·	E: -7	F: -2	G: 5	H: ·

[30] Cc1cc(C)nc(CCNC(=O)c2cc(COc3c(F)cccc3F)on2)n1
  A: 17	B: 10	C: ·	D: 1	E: ·	F: ·	G: -2	H: 27

[31] CC(Nc1ccccc1)c1cc(Cl)ccc1O (configuration not stated)
  A: ·	B: ·	C: -5	D: ·	E: ?	F: 1	G: ·	H: -14

[32] C[C@@H]1CN([C@@H](C)CO)S(=O)(=O)c2ccc(-c3cccnc3)cc2O[C@@H]1CN(C)C(=O)NC1CCCCC1
  A: -7	B: 4	C: 11[16.7 µM]	D: -3	E: -1	F: 12	G: 4	H: -14

[33] COC(=O)c1ccccc1N(C)S(=O)(=O)c1cc2c(cc1C)OCC(=O)N2
  A: -2	B: ·	C: -3	D: -2	E: ?	F: ·	G: -5	H: 8

[34] Cc1nnc(Sc2c(-c3ccccc3)c3ccc(Cl)cc3[nH]c2=O)s1
  A: ·	B: -11	C: -4	D: ·	E: 2	F: 0	G: ·	H: ·

[35] O=C(O)CCC(=O)Nc1sc2c(c1C(=O)NCc1ccccc1)CCCC2
  A: -4	B: 3	C: -6	D: 1	E: -5	F: 0	G: 5	H: -14

[36] CCCC(=O)Nc1ccc2c(c1)OC[C@H](C)N(C(=O)CN(C)C)C[C@H](C)[C@H](OC)CN(C)C2=O
  A: -3	B: 1	C: ·	D: ·	E: 30	F: -3	G: -7	H: 14

[37] CC1(OC(=O)CCc2ccccc2)C(=O)C=C2C=C(c3ccc(C#N)cc3)N(CCc3c[nH]c4ccccc34)C=C2C1=O (configuration not stated)
  A: 2	B: -11	C: -5	D: -5	E: 7	F: 0	G: 10	H: -4

[38] O=S(=O)(c1ccccc1F)N1CCN(c2nc3ccccc3s2)CC1
  A: -53	B: -8	C: -4	D: 2	E: 1	F: ·	G: -29	H: -34

[39] CCCCOC(=O)c1ccccc1N1C(=O)C2C3CCC(C3)C2C1=O (configuration not stated)
  A: -2	B: -4	C: 17	D: 0	E: 1	F: 1	G: -9	H: ·

[40] CCCNC(=O)NNC(=O)c1ccc(F)cc1
  A: -15	B: 3	C: ·	D: -3	E: 4	F: ·	G: 8	H: -10

[41] CN(Cc1ccccc1)C(=O)c1ncn(C)c1C(=O)N(C)Cc1ccccc1
  A: -1	B: -3	C: -5	D: -1	E: -6	F: -1	G: -1	H: 6

[42] COc1ccc(NC(=S)NCCc2c[nH]c3ccc(OC)cc23)c(OC)c1
  A: ·	B: ·	C: -6	D: ·	E: -1	F: 3	G: ·	H: -8

[43] O=C(CCC(=O)c1ccc(F)cc1)Nc1ccccc1Cl
  A: -10	B: ·	C: ·	D: 0	E: ·	F: ·	G: 0	H: -13

[44] Clc1ccc(Cc2ccccc2)nn1
  A: ·	B: -37	C: -4	D: ·	E: -13	F: 4	G: 3	H: ·

[45] Cc1ccc(NC(=O)Nc2ccc3c(c2)CCC3)cc1C
  A: -33	B: ·	C: 1	D: 3	E: -5	F: -1	G: -25	H: -11

[46] COc1ccc(N2C(=O)CC(Sc3nc(C)cc(C)c3C#N)C2=O)cc1 (configuration not stated)
  A: ·	B: 1	C: ·	D: ·	E: 0	F: -1	G: ·	H: -12

[47] O=C(NC1=NCCS1)c1nc(-c2ccccc2)n(-c2ccccc2)n1
  A: ·	B: ·	C: 6	D: ·	E: 5	F: 0	G: ·	H: 0

[48] C[C@@H]1CCCCO[C@@H](CN(C)C(=O)NC2CCCCC2)[C@@H](C)CN([C@@H](C)CO)C(=O)c2cc(NC(=O)Nc3ccccc3)ccc2O1
  A: 8	B: 0	C: -5[16.7 µM]	D: 2	E: -3	F: -3	G: -8	H: 2

[49] CCC(CC)c1nnc(NC(=O)CCc2ccccc2)s1
  A: -8	B: -3	C: -2	D: 1	E: 4	F: -1	G: -25	H: -17

[50] Cc1c(F)cccc1NS(=O)(=O)c1ccc2c(c1)n(C)c(=O)c(=O)n2C
  A: 6	B: 6	C: 2	D: 9	E: 3	F: 7	G: 27	H: 15

# Codes – A = EWS-Fli inh; B = FN deposit inh; C = miR-122 sensor; D = Casp6 inh; E = PGC1a acetyl inh; F = Cneo AK release; G = PAX8 inh HTS; H = LGR2 antag
[51] C[N+](C)=C1SCC(C)(/C=N/O)S1 (configuration not stated)
  A: 9	B: -5	C: ·	D: 2	E: -6	F: ·	G: -2	H: 4

[52] COc1ccc(-n2nc(C(=O)NCC(=O)N3CC(C)CC(C)C3)c3ccccc3c2=O)cc1OC (configuration not stated)
  A: 3	B: 0	C: -4	D: 8	E: 4	F: -1	G: 5	H: 7

[53] CCN1C(=O)/C(=C\c2ccncc2)SC1=Nc1ccc(C)c(C)c1
  A: ·	B: 4	C: -4	D: ·	E: 5	F: 1	G: ·	H: -11

[54] c1ccc(-c2ccncc2)nc1
  A: -5	B: -6	C: 23	D: 0	E: -10	F: 1	G: -3	H: -5

[55] COCCN1CCN(C(=O)C2CCC(=O)N(Cc3cccc(C(F)(F)F)c3)C2)CC1 (configuration not stated)
  A: 4	B: ·	C: -4	D: -2	E: ·	F: 2	G: 12	H: 10

[56] COc1ccc(CC(=O)N2CCN=C2SCc2cccc([N+](=O)[O-])c2)cc1
  A: 7	B: -6	C: -4	D: 1	E: -13	F: -4	G: 8	H: ·
